SENP1 FRET inh: SENP1 (human) catalytic domain inhibition | recombinant SENP1 catalytic domain, CyPet-SUMO1-YPet FRET cleavage | inhibition, % at 10 µM | 360,000 tested, 0.21% active;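 active = inhibition at least 30% at 10 µM, raw YFP signal under a set limit, fluorescence ratio 0.5 to 1.5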;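 note: 0% = enzyme with DMSO and 100% = no enzyme wells; some results filed as inactive read as strong as hits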
Target sequence (Q9P0U3 419-644 limits assumed): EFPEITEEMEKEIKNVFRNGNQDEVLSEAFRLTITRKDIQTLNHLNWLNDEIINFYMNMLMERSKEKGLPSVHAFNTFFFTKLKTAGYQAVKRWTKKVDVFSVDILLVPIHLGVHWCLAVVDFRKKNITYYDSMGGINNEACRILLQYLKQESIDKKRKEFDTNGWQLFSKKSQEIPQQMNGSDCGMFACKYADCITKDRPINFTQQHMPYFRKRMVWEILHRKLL
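Compound: 10 µM single point, 0.5% DMSO; Test system: hSENP1 catalytic domain, recombinant; Timing: 50 min reaction at room temperature; Technique: FRET, CFP and YFP emission; Control set: no-enzyme wells low, DMSO-plus-enzyme wells high control.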
hIAP block: human IAP inhibition | P09923 | purified IAP, CDP-Star luminescence, 30 min | inhibition, % at 10 µM | 330,000 tested, 0.12% active;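 active = inhibition reaching a set limit with compound at 10 µM in the primary screen, cut at about 35% in these data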;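 note: plate controls were DMSO wells with enzyme for no effect and no-enzyme buffer wells for full effect; values of inactives mirror those of a sister screen read the other way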
Target sequence (P09923 whole entry, looked up): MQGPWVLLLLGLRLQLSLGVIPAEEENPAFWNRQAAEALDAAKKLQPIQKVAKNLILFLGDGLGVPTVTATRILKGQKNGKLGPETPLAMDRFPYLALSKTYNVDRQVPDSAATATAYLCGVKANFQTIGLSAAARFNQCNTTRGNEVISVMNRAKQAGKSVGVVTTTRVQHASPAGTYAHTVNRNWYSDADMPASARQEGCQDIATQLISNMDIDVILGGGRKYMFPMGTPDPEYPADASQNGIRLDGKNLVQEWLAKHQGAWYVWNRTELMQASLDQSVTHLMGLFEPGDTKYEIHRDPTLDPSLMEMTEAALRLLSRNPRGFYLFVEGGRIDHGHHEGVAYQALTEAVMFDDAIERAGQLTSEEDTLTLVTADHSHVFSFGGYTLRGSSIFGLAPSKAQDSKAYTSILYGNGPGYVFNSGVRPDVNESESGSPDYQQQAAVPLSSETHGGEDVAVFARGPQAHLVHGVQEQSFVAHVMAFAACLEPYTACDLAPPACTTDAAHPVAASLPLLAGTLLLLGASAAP
NALP3 yeast inh: blocks the NALP3 inflammasome reconstituted in yeast. inhibition, % at 10 µM. Yeast reconstituted NLRP3/ASC/caspase-1, beta-gal luminescence, 24 h. 330,000 tested, 0.39% active. AID 2825;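 active = inhibition of 50% or more; inactive = inhibition below 50%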;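 note: plate controls were induced DMSO wells for no effect and uninduced yeast grown without galactose for full effect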
APOBEC3A inh: blocks human APOBEC3A ssDNA deamination; AID 493011; inhibition, % at 20 µM; recombinant A3A, FAM/TAMRA ssDNA deamination fluorescence; P31941; 330,000 tested, 0.41% active;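 active = at least 40% inhibition at 20 µM here, with at most 30% in a related deaminase screen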;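 note: plate controls were A3A with DMSO for no effect and wells lacking A3A enzyme for full effect; some results filed as inactive read as strong as hits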
Target sequence (P31941 whole entry, looked up): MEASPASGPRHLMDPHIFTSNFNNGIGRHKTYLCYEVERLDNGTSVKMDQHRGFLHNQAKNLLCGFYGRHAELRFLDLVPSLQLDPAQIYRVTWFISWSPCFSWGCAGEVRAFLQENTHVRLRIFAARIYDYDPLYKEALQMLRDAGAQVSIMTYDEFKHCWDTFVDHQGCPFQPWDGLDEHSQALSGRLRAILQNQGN
beta cell repl: inducers of beta-cell replication in MIN6 cells; MIN6 cells proliferation, ATPlite luminescence, 48 h; cells starved in 0.2% serum; 100% = growth in 10% serum; proliferation, % at 10 µM; 330,000 tested, 0.29% active; AID 2380;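 active = compounds whose signal lies at least 3.5 SD above the mean of all wells on their plate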;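 note: 0% = DMSO-treated cells in low-serum medium and 100% = 10% serum control; some compounds called inactive have numbers as strong as hits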
mIAP activ: increases mouse intestinal alkaline phosphatase activity. muIAP, CDP-Star luminescence, 30 min; stronger effect = higher value; 1 = vehicle-only enzyme signal, 0 = enzyme-free wells. activation factor at 10 µM. 330,000 tested, 0.24% active. AID 2805;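 active = activation factor of at least 2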; note: the source names both 10 and 20 µM as test concentration; values of inactives mirror those of a sister screen read the other way
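System: mouse IAP enzyme. Reagent: CDP-Star chemiluminescent phosphatase substrate. Benchmarks: DMSO wells, no-enzyme wells. Times: 30 min enzyme-substrate-compound incubation at room temperature. Detection: luminescence from enzymatic CDP-Star hydrolysis. Doses: test compounds delivered from DMSO solution.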
hIAP act: human IAP activation; purified human IAP, CDP-Star luminescence, 30 min; stronger effect = higher value; 1 = vehicle-only enzyme, 0 = enzyme-free background; activation factor at 10 µM; 330,000 tested, 0.16% active; AID 2524;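 active = activation factor of the enzyme at least 2-fold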; note: the source names both 10 and 20 µM as test concentration; values of inactives mirror those of a sister screen read the other way
mIAP block: blocks mouse intestinal alkaline phosphatase; purified mouse IAP, CDP-Star luminescence, 30 min; inhibition, % at 10 µM; 330,000 tested, 0.2% active;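 active = inhibition of at least 40% at 10 µM in the primary screen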;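 note: plate controls were DMSO with enzyme for no effect and no enzyme wells for full effect; values of inactives mirror those of a sister screen read the other way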
APOBEC3G inh: inhibitors of human APOBEC3G DNA deaminase | Q9HC16 | recombinant A3G, ssDNA deamination FAM/TAMRA fluorescence | inhibition, % at 20 µM | 330,000 tested, 0.28% active | AID 493012;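 active = inhibition of at least 40% at 20 µM, with no more than 30% in the related APOBEC3A deaminase screen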;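 note: plate controls were DMSO wells with A3G for no effect and wells lacking A3G enzyme for full effect; some compounds called inactive have numbers as strong as hits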
An asterisk follows results filed as active; x = no result given. Some of the compounds tested; the hit share may differ from the screen's.

SMILES	SENP1 FRET inh	hIAP block	NALP3 yeast inh	APOBEC3A inh	beta cell repl	mIAP activ	hIAP act	mIAP block	APOBEC3G inh
O=C(NCc1ccc2c(c1)OCO2)c1nc(Cn2ccc([N+](=O)[O-])n2)no1	3	11	12	1	0	0.84	0.89	16	-5
Cc1cccc(OCCC(=O)NCC(c2ccccc2)N(C)C)c1 (stereo not given)	-1	0	3	0	0	0.97	1	3	-2
COc1ccc(/C=C2\SC(=S)N(CCC(=O)Nc3cccc(C(=O)O)c3)C2=O)cc1OC	-49	-12	10	-5	6	1	1.1	-3	3
Cc1cc(NC(=O)COC(=O)c2ccc(S(=O)(=O)C(F)F)cc2)n(-c2ccccc2)n1	0	4	17	-5	3	0.92	0.96	8	-12
O=C(Nc1ccc2nc(-c3cccnc3)[nH]c2c1)c1ccccc1F	0	-4	6	-2	-3	0.98	1	2	-1
O=C(O)/C=C\C(=O)Nc1ccc(N2CCN(c3ccc(Cl)cc3)CC2)cc1	7	3	36	2	1	0.92	0.97	8	-4
O=C(C(c1ccccc1)c1ccccc1)N1CCN(c2ccccn2)CC1	3	4	1	4	-2	1	0.96	0	-2
Cc1ccc(CNC(=O)CS(=O)Cc2nc(-c3ccccc3Cl)oc2C)cc1 (stereo not given)	1	3	8	-4	3	1	0.97	0	-8
COc1cc(OC)c(C(=O)OCC(=O)Nc2ccc(S(=O)(=O)N3CCOCC3)cc2)cc1OC	3	-15	24	13	0	1.1	1.2	-9	8
CN(C)c1cnn(-c2ccccc2)c(=O)c1Cl	2	-6	35	-3	1	0.97	1.1	2	-9
Cc1nc(SCC(=O)N2CCN(C(=O)c3cccs3)CC2)c2c(C)c(C)sc2n1	1	4	17	0	-2	1	0.96	-4	-5
COc1ccc(-n2cc(CNCCc3cscn3)c(-c3ccccc3Cl)n2)cc1	x	-13	14	-2	-4	1	1.1	0	-8
COc1cc2cc(CN(CCc3ccccc3C)C(=S)NCCCN3CCOCC3)c(=O)[nH]c2cc1OC	0	11	-1	-2	-4	1.1	0.89	-8	-5
O=C(Nc1ccc2c(c1)OCCO2)C1CCN(C(=O)c2ccc(F)cc2)CC1	1	-13	-8	-6	-1	1.2	1.1	-15	-5
O=C(NNC(=S)Nc1ccc(Cl)cc1Cl)C1CC1	2	-83	13	-3	1	0.86	1.8	14	4

Part of the list above in order of molecular weight, smallest number first.
SMILES	SENP1 FRET inh	hIAP block	NALP3 yeast inh	APOBEC3A inh	beta cell repl	mIAP activ	hIAP act	mIAP block	APOBEC3G inh
CN(C)c1cnn(-c2ccccc2)c(=O)c1Cl	2	-6	35	-3	1	0.97	1.1	2	-9
Cc1cccc(OCCC(=O)NCC(c2ccccc2)N(C)C)c1 (stereo not given)	-1	0	3	0	0	0.97	1	3	-2
O=C(NCc1ccc2c(c1)OCO2)c1nc(Cn2ccc([N+](=O)[O-])n2)no1	3	11	12	1	0	0.84	0.89	16	-5
Cc1nc(SCC(=O)N2CCN(C(=O)c3cccs3)CC2)c2c(C)c(C)sc2n1	1	4	17	0	-2	1	0.96	-4	-5
COc1ccc(/C=C2\SC(=S)N(CCC(=O)Nc3cccc(C(=O)O)c3)C2=O)cc1OC	-49	-12	10	-5	6	1	1.1	-3	3

The list goes on.
SMILES	SENP1 FRET inh	hIAP block	NALP3 yeast inh	APOBEC3A inh	beta cell repl	mIAP activ	hIAP act	mIAP block	APOBEC3G inh
CCN(Cc1ccccc1)Cc1nnnn1Cc1ccccc1	2	-9	24	-1	0	0.96	1.1	4	-8
COc1ccc(N2CCN(C(=O)c3nc4nc(C)cc(C)n4n3)CC2)cc1	1	-6	9	3	0	1.1	1.1	-5	2
O=C(O)C(Cc1ccccc1-c1ccccc1)C(=O)O	1	-6	16	1	-6	1.1	1.1	-6	2
Cc1ccc(NC(=O)C(c2ccc(Cl)cc2)N2CCOCC2)cc1 (stereo not given)	3	2	6	-3	0	1	0.98	-3	-4
CCN1CCN(CC(O)COCc2ccccc2)CC1 (stereo not given)	0	-11	24	-2	-1	1.1	1.1	-9	-5
N#Cc1c(N)sc2c1CCN(CCc1ccccc1)C2	-22	-10	-6	-4	-2	0.79	1.1	21	-5
CC(=O)N/C(=C\c1ccccc1)C(=O)Nc1ccc(O)cc1	2	-8	11	0	-1	1.1	1.1	-8	-11
CCc1cccc(NC(=O)CN(C)S(=O)(=O)c2cccc3nsnc23)c1	2	6	14	0	-3	0.97	0.94	2	-3
CC1=C(C(=O)OC2CCCCC2)C(c2ccc(C)o2)C2=C(CC(C)(C)CC2=O)N1 (stereo not given)	-5	-7	14	-2	-1	0.92	1.1	8	-3
O=C(NC1CCCCC1)c1cc(Cl)nc2ccccc12	1	-12	21	2	1	0.99	1.1	1	-2
Cc1cc(S(=O)(=O)N2CCOCC2)ccc1OCC(=O)NCc1ccccn1	-2	7	4	1	0	1	0.93	-4	-3
COc1cc2c(cc1OC)CN(CC(=O)NC(=O)NC(C)(C)C)CC2	-42	8	2	2	0	0.83	0.92	17	-3
CCCc1cc(=O)n2nc(N3CCC(C(=O)N4CCN(c5cccc(OC)c5)CC4)CC3)sc2n1	1	21	9	-2	-1	0.96	0.79	4	11
Cc1ccc(-c2ccc(CCC(=O)O)n2NC(=O)c2ccc([N+](=O)[O-])cc2)cc1	2	0	8	3	-3	1	1	0	-1
Cc1ccc(C)c(N(C(=O)c2csnn2)C(C(=O)NC2CCCC2)c2ccncc2)c1 (stereo not given)	1	4	-12	0	0	1.1	0.96	-5	3
O=C(NCC1CCCCC1)C1(CC2CC(c3cccc(Br)c3)=NO2)CCNCC1 (stereo not given)	1	24	6	-2	-9	0.96	0.77	4	-2
Cc1cc(N2CCCC(C(=O)Nc3cccc4ccccc34)C2)n2ncnc2n1 (stereo not given)	-3	-10	20	4	1	1	1.1	0	-2
CCOC(=O)c1cccc(NC(=S)NC(=O)c2cccnc2)c1	1	-1	11	-5	-3	0.91	1	9	-9
COc1ccc(C[C@H]2CN3C(=NC[C@@H]3C)N2CCNC(=O)CCC2CCCCC2)cc1	0	24	-10	-5	-4	0.96	0.76	4	-10
O=C(Nc1ccc(S(=O)(=O)N2CCOCC2)cc1)c1cccs1	1	-1	17	2	0	0.94	1	6	3
Clc1ccc(OCCn2ccnc2)c2ccccc12	1	-10	24	1	-4	0.93	1.1	7	-1
CCOc1ccc(/C=C2\SC(=S)N(CC(=O)N(CCO)C(C)(C)C)C2=O)cc1	-36	15	22	0	-5	0.83	0.85	17	-2
Cn1cc(C(=O)NCc2ccc(F)cc2)cn1	1	-2	-3	1	1	0.96	1	4	-3
O=C1CC(c2cccc(O)c2)Oc2ccccc21 (stereo not given)	0	10	7	0	-4	0.94	0.9	6	2
Cc1ccc(C)c(NC(=O)CCN2CCN(CCO)CC2)c1	1	10	11	-3	-2	0.94	0.9	6	-3
Cc1ccc(SCc2ccc(C(=O)Nc3cccnc3)cc2)cc1	3	-15	3	-5	1	0.98	1.2	2	-6
Cc1cc(C)cc(NC(=O)Cn2nnc(C(=O)NCc3ccco3)c2N)c1	1	18	5	-3	0	0.97	0.82	3	-3
Cc1csc(=O)n1CCC(=O)OCc1nnc(-c2ccc([N+](=O)[O-])cc2)o1	1	1	19	1	0	0.95	0.99	5	0
Cc1cc(NC(=O)C(C)SCC(=O)OCc2c(Cl)cccc2Cl)no1 (stereo not given)	1	-4	11	5	-2	1	1	-3	-2
C/C(=N\N=C(N)N)c1ccc(Cl)cc1Cl	1	4	-4	7	-5	0.96	0.96	4	-1
COc1ccc(N2CCN(C(=O)COC(=O)c3ccc(C)o3)CC2)cc1	-1	-4	29	3	2	0.99	1	0	-7
CCN(CC)c1ccc(NC(=O)c2cccnc2)c(C)c1	-2	-7	4	-3	-3	0.99	1.1	1	-3
CCN(CC)C(=O)CSc1nnc(-c2ccccc2)c(-c2ccccc2)n1	1	0	1	4	0	1	1	0	3
NC1=NC[C@H](Cc2ccc(O)cc2)N1CC1CCCCC1	-4	2	3	0	-1	0.98	0.97	2	-5
Cn1nnc(NC(=S)NC(=O)c2cc(Cl)ccc2Cl)n1	1	7	17	1	0	1.1	0.93	-10	8
O=c1cc(OCc2ccccc2)cc[nH]1	-1	6	10	-2	6	0.99	0.94	1	-5
CCC(=O)NCCc1cc2ccc(C)c(C)c2[nH]c1=O	-2	-8	9	4	-4	0.96	1.1	4	0
Cc1nc(N)sc1C(=O)N/N=C/c1ccc([N+](=O)[O-])cc1	2	-2	5	2	-1	1.1	1	-6	0
O=S(=O)(NC1CCCCC1)c1ccc(S(=O)(=O)N2CCN3CCCC3C2)cc1 (stereo not given)	1	-49	0	2	0	1	1.5	-1	-1
COc1ccc(CN(C(=O)c2snc(C(N)=O)c2N)C(C(=O)NC2CCCC2)c2cc(OC)ccc2OC)cc1 (stereo not given)	-10	2	10	-3	1	1	0.98	-2	0
Cc1ccc(C(=O)N/C(=C/c2ccc(Cl)cc2)C(=O)N2CCOCC2)cc1	1	-5	6	-6	-6	1	1.1	-1	-4
Cc1ccc(-c2nc(NCc3ccco3)c3ccccc3n2)cc1	-3	3	8	2	-6	1	0.97	-3	1
Cc1sc2ncnc(N3CCC(C)CC3)c2c1C	0	-6	15	0	1	1	1.1	0	0
Cc1ccc2cc(CN(Cc3ccco3)C(=S)NCC3CCCO3)c(=O)[nH]c2c1C (stereo not given)	2	10	17	-2	0	0.86	0.9	14	0
CCOC(=O)/C=C/c1ccc2oc3ccccc3c(=O)c2c1	3	7	15	-4	-3	1	0.93	-1	-11
O=C(CSc1nnc(CNC(=O)c2ccccc2)o1)NCc1ccc2c(c1)OCO2	1	-14	-3	-3	0	0.92	1.1	8	-5
O=C(OCc1ccccn1)c1ccc(COc2ccccc2Cl)o1	2	7	-4	-1	-1	0.96	0.93	4	-1
O=C(c1ccc2ccccc2c1)C1CCCN(C(=O)c2cccnc2)C1 (stereo not given)	1	4	18	2	-3	0.99	0.96	1	-4
CCCCC1=NN(C(=O)c2cocc2C)C(O)(C(F)(F)F)C1 (stereo not given)	0	-1	4	-3	-1	1.1	1	-6	-5
CCCCN1CC(=O)N2[C@H]3c4cc(Br)ccc4OC[C@@H]3[C@H](C(=O)OCC)[C@]2(C)C1=O	0	-4	6	0	-4	1	1	-3	-1
O=C(NCc1ccc(F)cc1)C(Cc1ccccc1)n1cccc1 (stereo not given)	4	-17	30	4	-4	1.2	1.2	-15	-5
Cc1ccc(C)c(OCCC(=O)OCC(=O)NC(=O)NC2CCCC2)c1	1	9	12	2	0	1	0.91	-3	-1
COc1cccc(C2CC(c3ccc(C)cc3)=NN2C(=O)c2ccccc2F)c1OC (stereo not given)	2	-18	10	-4	-7	0.98	1.2	2	-8
c1ccc(C2=NNC(=NC3CC3)SC2)cc1	1	-3	13	2	-3	1	1	-5	5
O=C(Nc1ccc2c(c1)OCO2)c1ccncc1	2	0	20	2	0	0.95	1	5	-2
CCOc1ccc2nc(NC(=O)CSc3ccc(Cl)cc3)sc2c1	-1	2	11	2	-1	0.99	0.98	0	-3
C=CC[C@@H]1Cc2c(Br)ccc(Br)c2[C@@H](CC=C)N1	0	5	9	0	0	0.96	0.95	4	-5
O=S(=O)(Nc1ccc(N2CCOCC2)cc1)c1ccc2ccccc2c1	3	-2	22	7	0	1	1	-2	-2

High-throughput results as filed in PubChem.
